High-throughput results as filed in PubChem BioAssay.
cln2 rad14: NCI yeast anticancer drug screen, S. cerevisiae cln2 rad14 strain; % growth inhibition at 50 µM; actives 8.3% (n = 78,000);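 further: 0% = growth of vehicle-only cultures of the same strain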
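cln2 rad14 yeast strain; compound exposure; growth inhibition read vs vehicle controls.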
yeast mec2-1: NCI yeast anticancer drug screen, S. cerevisiae mec2-1 strain; growth inhibition, % at 50 µM; actives 9% (n = 79,000);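 further: 0% = growth of vehicle-only cultures of the same strain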
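Vehicle-treated cultures served as reference for growth inhibition of compound-exposed mec2-1 yeast.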
sgs1 mgt1: NCI yeast anticancer drug screen, S. cerevisiae sgs1 mgt1 strain; growth inhibition, % at 50 µM; actives 10% (n = 78,000);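 further: 0% = growth of vehicle-only cultures of the same strain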
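Read-out: growth inhibition vs vehicle controls. Cells: mutant yeast strain deficient in DNA damage repair.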
yeast bub3: NCI yeast anticancer drug screen, S. cerevisiae bub3 mutant strain. actives 9.9% (n = 78,000). AID 167. growth inhibition, % at 50 µM;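 further: 0% = growth of vehicle-only cultures of the same strain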
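Steps: expose the mutant yeast strain to compound; grow alongside vehicle-treated cultures; measure growth; express inhibition against the vehicle cultures.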
rad50: NCI yeast anticancer drug screen, S. cerevisiae rad50 strain; actives 10% (n = 79,000); AID 155; % growth inhibition at 50 µM;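 further: 0% = growth of vehicle-only cultures of the same strain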
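Inhibition values express reduced yeast growth in compound-treated cultures relative to vehicle-treated controls.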
yeast mlh1 rad18: NCI yeast anticancer drug screen, S. cerevisiae mlh1 rad18 strain. growth inhibition, % at 50 µM. actives 11% (n = 79,000). AID 175;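 further: 0% = growth of vehicle-only cultures of the same strain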
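Test agents were incubated with a yeast strain of defined genotype (DNA damage repair defect). Inhibition of growth was derived by comparison with vehicle-exposed cultures.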
* hit, by the source's call; · = no result given; & = joins results of further samples; ! = not confirmed by another sample. No stated cut-off is given here; in the data, active means growth inhibition above about 70%; inactive means the rest.

SMILES | cln2 rad14 | yeast mec2-1 | sgs1 mgt1 | yeast bub3 | rad50 | yeast mlh1 rad18
CNc1ccccc1C(=O)N/N=C/c1c(O)ccc2ccccc12 | -10 | 18 | 19 | 36 | -3 | 2
O=[N+]([O-])C1C2C=CC(C2)[C@H]1c1ccco1 (some centres undefined) | 20 | -15 | -25 | -15 | -8 | -5
CN=C1NS(=O)(=O)c2ccccc21 | 19 | -6 | 3 | -1 | 16 | -2
CC(/C=N/NC1=NCCCN1)=N\NC1=NCCCN1 | 8 | -9 | -14 | 3 | -7 | -12
COC(=O)/C(=N\N)C(C(=O)C(=O)Nc1nc(=S)[nH][nH]1)c1nc2ccc([N+](=O)[O-])cc2[nH]c1=O (centres undefined) | 12 | -8 | 10 | 29 | 2 | 23
C=CCOC(=O)C#CCCCC | 88* | 20 | 16 | -13 | -5 | -12
CC(=O)c1c(CO[N+](=O)[O-])n([O-])c2ccccc2[n+]1=O | 22 | 14 | 42 | 16 | 69 | 46
CC(=O)c1cccc(NC(=O)C(=O)NNc2n[nH]c(=S)n2N)c1 | 92* | 94* | 93* | 93* | 89* | 91*
C[C@@H]1C[C@H]2[C@@H]3CCC4=CC(=O)C=C[C@]4(C)[C@@]3(F)[C@@H](O)C[C@]2(C)[C@@]1(O)C(=O)CO | 3 | -22 | -16 | -5 | 12 | 28
Cc1cc2c(cc1C)NC1=C(N2)OC(c2ccc(C3OC4=C(Nc5cc(C)c(C)cc5N4)C3=O)cc2)C1=O (centres undefined) | 16 | 15 | 10 | 1 | 32 | 30
c1ccc2cc3c(ccc4ncccc43)cc2c1 | -15 | -2 | 12 | 34 | 66 | 34
CNc1nnnn1-c1ccccc1C | -86 | -4 | -11 | -4 | -11 | -8
CC(=O)CC(=O)N(C)c1ccccc1 | 22&-46 | 17&18 | 34&-4 | -10&-9 | 12&-20 | 66&-16
C(=Nc1cnc2ccccc2c1)c1ccnc2ccccc12 | 11 | 14 | 5 | 10 | 22 | 23
CCCCCCCCCCCCCCCCCCOCC(CO)OC (centres undefined) | -48 | -28 | -37 | -49 | -38 | -31
Cc1ccc(NC(=O)CSC(N)=O)cc1C | 58 | 70* | 87* | 86* | 81* | 72*
CCCCCCCCCCCCN(CC(O)C(O)C(OC1OC(CO)C(O)C(O)C1O)C(O)CO)C(=O)CCCCCCCCCCC (centres undefined) | 0 | -19 | 18 | 4 | -3 | -51
COC(=O)c1cc(-c2ccccn2)[nH]c(=O)c1C#N | 19 | 9 | 25 | -8 | 14 | 34
N=C(N)SCCN1CCCCC1 | -14 | -15 | 7 | -11 | 12 | 5
Cc1cccc(-[n+]2noc(N)n2)c1 | -3 | 22 | 2 | 2 | 29 | 41
CC(=O)Oc1cc(C)c(OC(C)=O)c(C)c1C | -9 | -27 | -2 | 10 | -13 | 6
Clc1ccc(/C=N\N=C\c2ccc(Cl)c(Cl)c2)cc1Cl | · | -10 | · | · | 16 | -5
COc1cccc2c1C(=O)c1c(O)c3c(c(O)c1C2=O)C[C@@](O)(C(C)=O)C[C@@H]3OC1CC(NC(=O)C(N)CCN)C(O)C(C)O1 (some centres undefined) | 9 | 4 | 22 | 23 | 10 | 20
Nc1nnnn1/N=C/c1ccccc1 | 61 | 13 | 8 | -18 | 17 | 11
O=C(O)c1c(O)cc(=O)oc1-c1ccc(Cl)cc1 | 4 | 1 | 4 | 10 | 11 | 5
COC1OC(CI)C(OC(c2ccccc2)(c2ccccc2)c2ccccc2)C(OC(c2ccccc2)(c2ccccc2)c2ccccc2)C1OC(c1ccccc1)(c1ccccc1)c1ccccc1 (centres undefined) | 98* | 99* | 94* | 97* | 96* | 96*
COc1ccc(S(=O)(=O)N/N=C/c2cc([N+](=O)[O-])ccc2O)cc1 | -20 | -4 | -11 | -4 | -1 | 5
O=C(CC(=O)c1ccccc1)Nc1ccc(-c2nc3ccccc3c(=O)[nH]2)cc1 | 2 | 10 | 20 | 20 | 20 | 28
CC(Cc1ccccc1)NC1=NCCO1 (centres undefined) | -13&17 | -18&-5 | 2&1 | -27&-26 | -16&-10 | 73*!
CSc1nc(NC2OC(CO)C(O)C(O)C2O)c(Cl)c(=O)[nH]1 (centres undefined) | -4 | 4 | 12 | -1 | 42 | 1
CN1CCN(C(=O)CCSc2nc(-c3ccccc3)c(-c3ccccc3)o2)CC1 | 20 | 20 | 58 | 11 | 50 | 58
CCOC(C)=C(C#N)C#N | -8 | -9 | 9 | -10 | 9 | 5
N#CC1=C(S)N(C2OC(CO)C(O)C(O)C2O)C(c2ccccc2)=CC1c1ccco1 (centres undefined) | -12 | 13 | 5 | -3 | 36 | 28
O=C(O)Cc1ccc(Br)cc1 | 11 | -9 | 12 | 1 | 29 | 6
CCOC(=O)C(NC(=O)c1nc[nH]c1[N+](=O)[O-])C(C)C (centres undefined) | 2 | -6 | -17 | -2 | -1 | -26
Nc1nc(NCCOCP(=O)(O)O)c(N)c(=O)[nH]1 | 4 | -22 | 34 | -10 | 9 | -25
Nc1ncnc2c1ncn2CC(O)CN(CCO)CCO (centres undefined) | 8 | 8 | -4 | -11 | 13 | 19
CC(=O)OCC1OC(n2ccc(N)nc2=O)C(OC(C)=O)C1OC(C)=O (centres undefined) | -3 | 0 | 11 | 13 | 1 | -31
O=C1CS/C1=C/c1ccccc1 | -69 | -3 | -15 | -8 | 11 | -5
O=S(=O)(/N=C1C=C/C(=N\S(=O)(=O)c2ccccc2)C2C/1C2(c1ccccc1)c1ccccc1)c1ccccc1 (centres undefined) | -31 | 18 | 30 | 2 | 40 | 14

Given with each value named: entries from further up
SMILES: CC(=O)Oc1cc(C)c(OC(C)=O)c(C)c1C
- cln2 rad14: -9
- yeast mec2-1: -27
- sgs1 mgt1: -2
- yeast bub3: 10
- rad50: -13
- yeast mlh1 rad18: 6

SMILES: O=C(O)c1c(O)cc(=O)oc1-c1ccc(Cl)cc1
- cln2 rad14: 4
- yeast mec2-1: 1
- sgs1 mgt1: 4
- yeast bub3: 10
- rad50: 11
- yeast mlh1 rad18: 5

SMILES: COC1OC(CI)C(OC(c2ccccc2)(c2ccccc2)c2ccccc2)C(OC(c2ccccc2)(c2ccccc2)c2ccccc2)C1OC(c1ccccc1)(c1ccccc1)c1ccccc1 (centres undefined)
- cln2 rad14: 98*
- yeast mec2-1: 99*
- sgs1 mgt1: 94*
- yeast bub3: 97*
- rad50: 96*
- yeast mlh1 rad18: 96*

SMILES: CC(=O)OCC1OC(n2ccc(N)nc2=O)C(OC(C)=O)C1OC(C)=O (centres undefined)
- cln2 rad14: -3
- yeast mec2-1: 0
- sgs1 mgt1: 11
- yeast bub3: 13
- rad50: 1
- yeast mlh1 rad18: -31

Remaining list, next part
SMILES | cln2 rad14 | yeast mec2-1 | sgs1 mgt1 | yeast bub3 | rad50 | yeast mlh1 rad18
COC(=O)OCC#Cc1ccccc1 | -18 | -7 | -4 | -16 | 0 | 0
c1ccc2c(c1)Cc1c-2nc2ccccc2c1N1CCOCC1 | 35 | 91* | 82* | 67 | 97* | 90*
CCOC(=O)C(C)C(C)=O (centres undefined) | 11 | 10 | 6 | 14 | 3 | -13
CCOC(=O)CN(c1c(C)cc(C)c(N(CC(=O)OCC)S(=O)(=O)c2ccccc2)c1C)S(=O)(=O)c1ccccc1 | -9 | 9 | 25 | 4 | 41 | 20
COc1cc([C@@H]2OC[C@@H]3C(c4cc(OC)c5c(c4)OCO5)OC[C@@H]32)cc(OC)c1OC (some centres undefined) | 31 | -4 | 27 | 4 | 24 | -41
Cc1ccc2ccccc2c1CSc1nc(N)nc2c1ncn2CC(C)C | 26 | 24 | 31 | 13 | 37 | 46
CCSC(C(OC(C)=O)C(OC(C)=O)C(OC(C)=O)C(COC(C)=O)OC(C)=O)n1cnc2c(=S)nc[nH]c21 (centres undefined) | 5 | -11 | 7 | -2 | 12 | -2
CN(C)c1ccc(Cc2ccc(N(C)C)cc2NS(=O)(=O)c2ccc(N)cc2)c(NS(=O)(=O)c2ccc(N)cc2)c1 | -40 | 8 | 0 | -3 | 47 | 25
Nc1ncnc2c1nc(N1CCCCC1)n2C1OC(CO)C(O)C1O (centres undefined) | -43&-38 | 0&12 | 10&10 | -5&4 | -6&28 | -8&3
O=C1C(O)=C(Br)C(=O)C(O)=C1Br | -12 | -12 | 10 | 15 | 6 | 12
N#CCc1ccccc1C(C#N)C(=O)CCC(=O)C(C#N)c1ccccc1CC#N (centres undefined) | -28 | 26 | 23 | 7 | 46 | 45
O=c1[nH]c2c(=O)[nH][nH]c(=O)c2[nH]c1=O | -56 | -19 | 5 | 0 | -33 | 0
CCCC(=O)Nc1ccccc1C | -49 | -4 | -7 | -1 | 2 | 2
O=C(O)CN1CC(=O)N(c2ccccc2)C1=S | 7 | 23 | 17 | 30 | 8 | 20
COc1cc2ccc3c[n+]4ccccc4cc3c2cc1OC | 19 | 14 | 20 | 20 | 9 | 14
CCC(=O)OCc1ccc(Cl)cc1 | 9 | 11 | 8 | 12 | 24 | 5
CC(=O)OC1CCC2(C)C(=CCC3C2CCC2(C)/C(=N\NS(=O)(=O)c4ccc(C)cc4)CCC32)C1 (centres undefined) | -2 | 29 | 43 | 40 | 64 | 50
CC(C)c1ccc(C(=O)C(C(c2ccccc2)N2CCOCC2)N2CCOCC2)c(C(C)C)c1 (centres undefined) | 37 | -4 | 14 | -3 | 4 | 36
CC(=O)NNc1nc(C)c(C(=O)NNC(=O)C(=O)Nc2cccc(C(C)=O)c2)s1 | 37 | 0 | -23 | 1 | 7 | -12
O=c1ccn(C2OC(CO)C3OC32)c(=O)[nH]1 (centres undefined) | -1&-1 | 0&-1 | -7&-20 | 8&-7 | -2&-5 | -17&-12
Cc1cc(=O)oc(C)c1C(=O)O | -2 | -17 | -18 | -24 | -22 | -6
Cc1ccc2c(c1)C(C)(C)CC1(CC(C)(C)c3cc(C)ccc3O1)O2 | -23 | -22 | 19 | -12 | -3 | -13
CC(C)CC(NC(=O)COc1ccc(Cl)cc1)C(=O)O (centres undefined) | -9&-11 | -9&7 | -5&-5 | 2&0 | -11&-6 | -19&-32
CS(=O)(=O)O/C=C1\C(=O)OC2CCCCC12 (centres undefined) | 21 | 42 | 22 | 0 | 29 | 61
CN(C)CC(CN(C)C)C(=O)C1CCCCC1 | 10 | 95* | 77* | 23 | 81* | 97*
O=C(O)c1c(Cl)c(Cl)c(Cl)c(Cl)c1C(=O)Nc1ccccc1F | -118 | -19 | 14 | 2 | -4 | 1
CCCc1nc(NC#N)nc(C(=O)Nc2ccccc2)c1CC | 8 | -21 | 6 | -8 | -9 | -2
Cc1cc(C)cc(N=Nc2c(N)nc(N)[nH]c2=O)c1 | -11 | -11 | -50 | -3 | 5 | -7
COc1ccc(N=NN(C)C)cc1 | 76* | 70* | 84* | 72* | 97* | 95*
COc1cc2c(c(OC)c1OC)-c1ccc(OC)c(=O)cc1[C@@H](NC(C)=O)CC2 | 7 | -18 | 28 | 24 | 26 | 5
O=C1CCC(Cc2ccc(Br)cc2)C(=O)N1 (centres undefined) | -77 | 7 | 94* | -54 | -12 | -2
OC(CN1CCCC2CCCCC21)c1cc2c(c3ccccc13)CCCC2 (centres undefined) | 94* | 97* | 99* | 98* | 98* | 100*
N#CCC1CC2CCC1C2 (centres undefined) | 21 | -18 | -22 | -19 | 21 | -9
COc1ccc(C(=O)Cc2nc3nnc(N)n3[nH]c2=O)cc1 | -14 | 7 | 4 | 15 | 4 | 11
c1ccc(Nc2nnc(Nc3ccccn3)c3ccccc23)nc1 | -12 | -3 | -12 | -3 | -19 | -21
CCN(CC)CCNc1nc2c([nH]1)c(=O)n(C)c(=O)n2C | -40 | 2 | -1 | 30 | -1 | -3
Nc1c(Cl)cc2c(c1Br)Cc1cc(F)ccc1-2 | 0 | 2 | -4 | 15 | 0 | -10
CC(=O)OC1OC(c2ccoc2)C[C@@]12C1CCC3O[C@]3(C)[C@]1(C)[C@H](OC(C)=O)[C@H](OC(C)=O)[C@H]2C (some centres undefined) | -9 | -14 | -43 | -39 | -12 | -11
O=C1C=CC(=O)N1c1ccccc1[N+](=O)[O-] | 100* | 100* | 99* | 100* | 100* | 100*
OCCN1CCN=C1Cc1ccccc1 | 14 | 12 | 8 | -2 | 5 | 29
CCC(=O)C(CC)c1cc(OC)c(OC)c(OC)c1 (centres undefined) | -11 | -24 | -9 | 13 | 10 | 11
CCCCOC(=O)C(N)CC(C)C (centres undefined) | -10 | 7 | -2 | -9 | 4 | 37

Part of the list above in order of SMILES length, descending.
SMILES | cln2 rad14 | yeast mec2-1 | sgs1 mgt1 | yeast bub3 | rad50 | yeast mlh1 rad18
CCSC(C(OC(C)=O)C(OC(C)=O)C(OC(C)=O)C(COC(C)=O)OC(C)=O)n1cnc2c(=S)nc[nH]c21 (centres undefined) | 5 | -11 | 7 | -2 | 12 | -2
CC(=O)OC1CCC2(C)C(=CCC3C2CCC2(C)/C(=N\NS(=O)(=O)c4ccc(C)cc4)CCC32)C1 (centres undefined) | -2 | 29 | 43 | 40 | 64 | 50
CC(=O)CC(=O)N(C)c1ccccc1 | 22&-46 | 17&18 | 34&-4 | -10&-9 | 12&-20 | 66&-16
